Lamin A splicing = changes lamin A minigene splicing in HeLa cells; HeLa LMNA splicing GFP/RFP minigene ratio, 48 h; Potency, µM (doses to about 46.1 µM), inactives show at the top dose ratio change, negative = inhibition, hits mostly inhibitors; 0.01% of 200,000 active; AID 1487; active = well fitted inhibition curve with a large enough effect in the signal ratio, with a control signal flat, not every such curve was filed as active; inconclusive = small, poorly fitted or top-dose-only effect, or effect the other way, or a change in a side signal; the % refers to the signal ratio; also: % is scaled to controls: 0 for no effect and ±100 for the full control effect
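S3 HeLa cells stably expressing lamin A-EGFP splicing minigene plus DsRed2, 600 cells/well, 48 h compound exposure at 37C. Laser-scanning cytometry; analysed as GFP (500-530 nm)/RFP (575-640 nm) total intensity ratio; 0.5% DMSO vehicle.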
RGS12 GoLoco inh = inhibitors of human Gai1-RGS12 GoLoco interaction (red fluorophore); P63096; Gai1:RGS12 GoLoco peptide FP, rhodamine, 10 min; Potency, µM (top dose mostly 61.6 µM), for the others: at the highest dose activity, negative = inhibition, most hits filed as inhibitors; 0.44% of 230,000 active; AID 880; active = well fitted inhibition curve with a large enough effect, not every such curve was filed as active; inactive = no such curve, though single readings can be large or run the other way; also: % is scaled to controls: 0 for no effect and ±100 for the full control effect; nearly all actives have a fitted effect of over 30% in size; many of its hits are not listed in these tables
TRb-SRC2 inh = disrupts binding of human TR beta to SRC2 | P10828 | TRbeta-SRC2 peptide binding, fluorescence polarization; receptor liganded with 1 µM T3 | Potency, µM (doses to about 106 µM), without a hit: at the top dose activity change, negative = inhibition, usual class: inhibitors | 0.065% of 280,000 active;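 also: plate controls were bound peptide for no effect and peptide without receptor for full effect; nearly all actives have a fitted effect of over 50% in size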
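Binding of a 20-amino-acid Texas Red SRC2 peptide (20 nM) to TRb ligand-binding domain (0.6 uM) with agonist T3 at 1 uM was followed by fluorescence polarization after a 5 hr room-temperature incubation.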
TR SRC2 fluor cs = alters Texas Red total fluorescence, flagging assay interference; AID 1479; TRb/SRC2 Texas Red total fluorescence interference; 0.29% of 280,000 active; Potency, µM (top dose mostly 106 µM), without a hit: top-dose fluorescence change, negative = quenching; active = well fitted curve in either direction with a large enough effect; inconclusive = small, poorly fitted or top-dose-only effect; also: % is scaled to controls: 0 for no effect and ±100 for the full control effect
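Flags fluorescent or light-absorbing compounds by total fluorescence, S + 2P, at 555 nm excitation and 632 nm emission. Mixture: 20 nM Texas Red SRC2 peptide, 0.6 uM human TRb LBD, 1 uM T3, 5% DMSO; compound exposure 5 h at ambient temperature.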
SMN2 splice up = enhancers of SMN2 splice variant expression; Potency, µM (titrated, usually from 46.1 µM), for the others: top-dose activity change, positive = activation, most hits filed as activators; HEK293 SMN2-luciferase splicing reporter, luminescence, 30-36 h; 2.8% of 210,000 active; also: % of control where 0% means no effect; nearly all actives have a fitted effect of over 55% in size
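HEK293 cells carry an SMN2 […]–luciferase reporter in which exon 7 inclusion puts luciferase in frame. Cells were plated 10-12 h before compound addition, then incubated 30-36 h at 37C. ONE-Glo luminescence was read; sodium butyrate at 4.5 mM final served as control.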
RECQ1 helicase = RECQ1 (human) helicase inhibition | P46063 | RECQ1 DNA unwinding, red fluorescence kinetic read | Potency, µM (highest dose often 57.3 µM), without a hit: top-dose activity, negative = inhibition, actives largely listed as inhibitors | 0.54% of 240,000 active | AID 2549;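 also: plate controls were vehicle for no effect and no enzyme for full effect; nearly all actives have a fitted effect of over 30% in size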
Target sequence (P46063 whole entry, looked up): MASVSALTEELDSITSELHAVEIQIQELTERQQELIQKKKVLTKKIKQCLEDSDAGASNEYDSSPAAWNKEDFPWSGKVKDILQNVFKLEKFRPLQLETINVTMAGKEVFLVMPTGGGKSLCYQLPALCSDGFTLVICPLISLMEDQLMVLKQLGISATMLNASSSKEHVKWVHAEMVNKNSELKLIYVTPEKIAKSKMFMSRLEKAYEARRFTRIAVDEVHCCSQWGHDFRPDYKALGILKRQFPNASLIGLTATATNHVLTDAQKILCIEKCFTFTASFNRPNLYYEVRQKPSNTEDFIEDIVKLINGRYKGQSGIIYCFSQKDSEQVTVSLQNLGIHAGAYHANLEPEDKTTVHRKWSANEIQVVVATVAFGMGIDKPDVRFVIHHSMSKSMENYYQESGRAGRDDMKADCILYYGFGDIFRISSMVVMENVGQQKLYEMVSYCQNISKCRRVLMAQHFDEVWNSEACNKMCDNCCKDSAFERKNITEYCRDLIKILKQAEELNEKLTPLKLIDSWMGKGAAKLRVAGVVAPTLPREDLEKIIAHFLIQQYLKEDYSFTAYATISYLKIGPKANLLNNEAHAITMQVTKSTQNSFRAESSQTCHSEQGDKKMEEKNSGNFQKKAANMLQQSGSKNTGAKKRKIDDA
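50 nM RECQ1T1 preincubated 15 min with compound in Tris pH 8.0 buffer with MgCl2, DTT, Tween-20 and 2.5 ug/ml poly(dI-dC); started with 200 nM TAMRA/BHQ-2 forked duplex and 2 mM ATP. Unwinding read as fluorescence (525/598 nm), two reads 2 h apart.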
ALDH1A1 block = inhibitors of human aldehyde dehydrogenase 1A1 | P00352 | Purified ALDH1A1, NADH fluorescence, propionaldehyde substrate | Potency, µM (highest dose often 75.3 µM), for the others: top-dose activity, negative = inhibition, hits mostly inhibitors | 7.3% of 220,000 active | AID 1030; active = well fitted inhibition curve with a large enough effect, not every such curve was filed as active; inconclusive = small, poorly fitted or top-dose-only effect, or another doubt; inactive = no such curve, though single readings can be large or run the other way;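 also: plate controls were no enzyme wells and a reference inhibitor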
JMJD2E inh = inhibitors of human JMJD2E histone demethylase. B2RXH2. JMJD2E catalytic domain, FDH-coupled NADH fluorescence (FDH is formaldehyde dehydrogenase). Potency, µM (highest dose often 57.1 µM), without a hit: top-dose activity change, negative = inhibition, usual class: inhibitors. 1.6% of 230,000 active. AID 2147; active = well fitted inhibition curve with a large enough effect, not every such curve was filed as active; inconclusive = small, poorly fitted or top-dose-only effect, or another doubt; inactive = no such curve, though single readings can be large or run the other way;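 also: 0% = wells with enzyme and -100% = buffer wells without enzyme; nearly all actives have a fitted effect of over 50% in size; many of its hits are not listed in these tables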
Target sequence (B2RXH2 1-337 limits assumed): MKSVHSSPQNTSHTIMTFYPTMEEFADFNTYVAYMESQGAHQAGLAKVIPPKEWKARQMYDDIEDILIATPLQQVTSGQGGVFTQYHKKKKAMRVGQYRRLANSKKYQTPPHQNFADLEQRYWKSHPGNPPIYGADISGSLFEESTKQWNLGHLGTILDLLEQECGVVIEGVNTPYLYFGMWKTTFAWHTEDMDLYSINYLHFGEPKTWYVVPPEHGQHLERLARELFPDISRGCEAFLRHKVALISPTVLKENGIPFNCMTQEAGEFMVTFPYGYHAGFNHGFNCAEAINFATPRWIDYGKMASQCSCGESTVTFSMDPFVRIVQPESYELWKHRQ
* = called active by the depositor; i = inactive; ? = inconclusive; . = not tested or not shown; [ ] = remark or other dose. Unless noted, calls follow the shape of the dose curve; as a rule, active = well fitted curve in the direction sought with a large enough effect; inconclusive = small, poorly fitted or top-dose-only effect, or another doubt; inactive = no such curve, though single readings can be large; an effect the other way counts as inactive or inconclusive. Potency is read from the fitted curve at half-maximal effect. A portion of the library (hit frequency here may not be typical).

SMILES | Lamin A splicing | RGS12 GoLoco inh | TRb-SRC2 inh | TR SRC2 fluor cs | SMN2 splice up | RECQ1 helicase | ALDH1A1 block | JMJD2E inh
Cc1ccc(-n2cnc3c(sc4nccc(N(C)C)c43)c2=O)cc1 | 10% | 4% | 1% | 0% | 23% | i | -7% | ?
CCOC(=O)c1c(C)[nH]c(C)c1C(=O)CSc1nncs1 | -8%[46 µM] | 0% | 3% | 0% | -1% | -4% | -8% | -3%
O=C(Nc1cccc(-c2nc3ccccc3c(=O)o2)c1)c1ccccc1 | . | 10% | -3% | -1% | -30%[inhibitor] | 14% | ? | ?
CCOC(=O)C1(C)NC(c2cccs2)C2C(=O)N(c3ccc(C)cc3)C(=O)C21 (stereo not drawn) | . | 7% | 6% | 0% | -2% | 8% | 1% | 19%
O=C(CCCN1C(=O)c2ccccc2C1=O)NC1=NCCS1 | 3% | 2% | 5% | -4% | -12% | 1% | -31% | 4%
Cc1cccc(CSc2ncnc3ccccc23)c1 | ? | -3% | 9% | -2% | 4% | i | -2% | 3%
CCn1c(=O)c2[nH]c(-c3ccccc3)nc2n(CC)c1=O | ? | 5% | 7% | -2% | 5% | i | ? | ?
COCC(=O)OCC(=O)Nc1ccccc1-c1ccccc1 | . | -14% | -10% | -1% | 19% | -1% | 0% | -11%
O=C(CSc1nnc(C2COc3ccccc3O2)o1)N1CCN(c2ccccc2)CC1 (stereo not drawn) | . | -9% | 2% | -2% | 7% | -3% | 3% | 9%
C/C(CC1CC(C)(C)OC1=O)=N\NC(N)=S (stereo not drawn) | . | 3% | -6% | -3% | . | 13% | . | ?

Reformatted: entries from further up
Each structure is followed by: Lamin A splicing | RGS12 GoLoco inh | TRb-SRC2 inh | TR SRC2 fluor cs | SMN2 splice up | RECQ1 helicase | ALDH1A1 block | JMJD2E inh
- Cc1cccc(CSc2ncnc3ccccc23)c1
→ ? | -3% | 9% | -2% | 4% | i | -2% | 3%
- O=C(CCCN1C(=O)c2ccccc2C1=O)NC1=NCCS1
→ 3% | 2% | 5% | -4% | -12% | 1% | -31% | 4%
- CCOC(=O)c1c(C)[nH]c(C)c1C(=O)CSc1nncs1
→ -8%[46 µM] | 0% | 3% | 0% | -1% | -4% | -8% | -3%
- O=C(CSc1nnc(C2COc3ccccc3O2)o1)N1CCN(c2ccccc2)CC1 (stereo not drawn)
→ . | -9% | 2% | -2% | 7% | -3% | 3% | 9%
- CCn1c(=O)c2[nH]c(-c3ccccc3)nc2n(CC)c1=O
→ ? | 5% | 7% | -2% | 5% | i | ? | ?
- Cc1ccc(-n2cnc3c(sc4nccc(N(C)C)c43)c2=O)cc1
→ 10% | 4% | 1% | 0% | 23% | i | -7% | ?

(next part)
SMILES | Lamin A splicing | RGS12 GoLoco inh | TRb-SRC2 inh | TR SRC2 fluor cs | SMN2 splice up | RECQ1 helicase | ALDH1A1 block | JMJD2E inh
CCCCC(=O)Nc1cccc(NC(=O)c2ccc3c(c2)OCO3)c1 | -4% | -3% | 1% | -2% | ? | 0% | -8% | 17%
Cc1csc(N/N=C\c2cccnc2)n1 | . | -1% | 4% | -4% | ? | i | 11µM* | ?
Clc1ccc(-c2nnc(C34CC5CC(CC(C5)C3)C4)o2)cn1 | 14% | 6% | -10% | -2% | -26% | -9% | -1% | 5%
COC(=O)c1ccc(C2NC(=O)c3c(sc(C)c3C)N2)cc1 (stereo not drawn) | . | 13% | -6% | -1% | . | -9% | 24µM* | ?
O=C(Cc1cccs1)NC1(C(=O)NC2CCCC2)CCCCC1 | -7% | 1% | -6% | 0% | -15% | -4% | 14% | 5%
CCOc1cc(/C=C2\C(=O)N(CCc3ccc(OC)c(OC)c3)C(C)=C2C(=O)OC)ccc1O | -13% | -28% | 0% | 3% | -14% | 0% | 11µM* | -15%
COCCCNC(=O)c1cc(C)nn1-c1ccccc1 | . | -5% | 1% | -3% | . | -6% | . | -2%
CC(=O)c1sc(NC(=O)c2cccc3ccccc23)nc1C | 3% | -10% | 3% | -3% | ? | -6% | 0% | -1%
CSc1nc(Cl)cc(N2CCOCC2)n1 | . | -28% | -7% | -4% | 11% | 0% | 0% | -4%
CCNc1ncc2nc(-c3ccc(Cl)cc3)c(=O)n(Cc3cccc(OC)c3)c2n1 | ? | -4% | . | . | . | i | 2% | .
O=C1COc2ccc(C(=O)COC(=O)Cc3ccc(Cl)cc3)cc2N1 | . | 12% | 1% | 2% | -2% | -4% | 23% | ?
Cc1ccc(SCc2cc(=O)[nH]c(/N=C(\N)Nc3ccccc3Sc3ccccc3)n2)cc1 | -2% | 0% | -13% | 2% | -16% | -10% | 11% | -3%
C(=N\n1cnnc1)/c1ccc2c(c1)OCO2 | -5% | 5% | 4% | -2% | -4% | -9% | ? | ?
Cc1ncc(CO)c(/C=N/NC(=O)c2ccc(Br)cc2)c1O | ? | 6% | -2% | -4% | -85%[inhibitor] | 3% | ? | ?
CCn1c(=O)c2c(n3c(=S)[nH]nc13)-c1ccccc1CC21CCCCC1 | . | -5% | 1% | -1% | -18% | i | 22µM* | -2%
Cc1ccc(CN2CCN(CC(=O)N3CCc4ccccc4C3)C2=O)cc1 | 0% | 10% | -14% | 1% | -9% | i | ? | -1%
Cc1c(C(=O)NCc2cccnc2)sc2ncn(CC(=O)N3CCCCC3C)c(=O)c12 (stereo not drawn) | 0% | 2% | 8% | 0% | 1% | 2% | -4% | -1%
COCC1CCCCN1Cc1cn(-c2ccccc2)nc1-c1ccc2c(c1)OCO2 (stereo not drawn) | -2%[46 µM] | 12% | 1% | -2% | . | -5% | ? | ?
O=C(Cn1cnc2c(nnn2Cc2ccc(Cl)cc2)c1=O)c1ccccc1 | . | 13% | 6% | 2% | . | i | ? | -5%
Cc1ccc(C(=O)N2CCOCC2)cc1S(=O)(=O)Nc1cccc(C)c1C | -10% | 1% | -14% | 1% | -1% | -2% | -7% | 2%
Cc1ccc(NC(=O)C2OCCc3ccccc32)cc1Cl (stereo not drawn) | 18%[46 µM] | 9% | 1% | -3% | 2% | i | -18% | 2%
Fc1ccccc1NC(=S)NCCc1ccccc1 | 9% | 5% | 1% | 1% | -11% | -7% | -1% | -1%
Cc1c(NC(=S)SCc2ccccc2)c(=O)n(-c2ccccc2)n1C | ? | 8% | -16% | -1% | 11% | -8% | 2% | 5%
COc1cccc(CN(C)Cc2nc(C3CC3)no2)c1 | . | 2% | -2% | 0% | . | -1% | -3% | 10%
CNC(=S)N(CCc1c(C)[nH]c2ccc(Cl)cc12)Cc1cccs1 | ? | 8% | 4% | -2% | -4% | -15% | ? | 14%
CCOCCCNS(=O)(=O)c1ccc(-n2cnnn2)c(OC)c1 | 3% | 4% | -5% | -2% | 12% | -3% | 12% | -3%
Cc1ccc2[nH]c(-c3cccc(N)c3)cc2c1 | -15% | 1% | 0% | -9% | 14µM* | -7% | ? | ?
CCc1ccc(/C=N\n2cnnc2)cc1 | . | 14% | -1% | -2% | . | -3% | . | -1%
CN(CC(=O)NCc1ccccn1)S(=O)(=O)c1ccc(Br)cc1 | 22%[46 µM] | 6% | 1% | -2% | -7% | i | 8% | 3%
Cc1ccccc1NC(=O)c1ccccc1NS(=O)(=O)c1cccc2cccnc12 | 13% | 2% | -19% | 0% | -5% | i | 0% | -14%

Single entries from above.
`CCc1ccc(/C=N\n2cnnc2)cc1` – RGS12 GoLoco inh = 14%
`Cc1ccccc1NC(=O)c1ccccc1NS(=O)(=O)c1cccc2cccnc12` – JMJD2E inh = -14%

(more compounds)
SMILES | Lamin A splicing | RGS12 GoLoco inh | TRb-SRC2 inh | TR SRC2 fluor cs | SMN2 splice up | RECQ1 helicase | ALDH1A1 block | JMJD2E inh
CCn1c(SCC(=O)N2CCC(C(N)=O)(N3CCCCC3)CC2)nnc1-c1ccccc1 | -10% | -6% | 11% | 0% | -83%[inhibitor] | 4% | -16% | -5%
COc1ccc(CC(=O)NCc2nnc(SCc3ccc([N+](=O)[O-])cc3)n2C)cc1 | -12%[46 µM] | 5% | 1% | 0% | -10% | i | -5% | 8%
O=C1CC(Nc2ccc(N3CCOCC3)cc2)C(=O)N1C1CCCCC1 (stereo not drawn) | 8% | -8% | -18% | 8% | -7% | -19% | ? | -27%
O=C(NCCc1ccccc1)C1CCC(CNc2c(N3CCCCC3)c(=O)c2=O)CC1 (stereo not drawn) | ? | -11% | 6% | -1% | 3% | -6% | -16% | -6%
COc1ccc(C(=O)C2CCCN(Cc3ccc4nonc4c3)C2)cc1F (stereo not drawn) | ? | 8% | 0% | -1% | . | i | ? | 2%
Cc1sc2nc(C(C)Sc3n[nH]c(N)n3)[nH]c(=O)c2c1C (stereo not drawn) | -4%[46 µM] | 26% | -4% | -1% | -1% | 3% | ? | ?
COc1ccc(-c2cnn3c4c(c(C)nc23)CCN4C(C)C)cc1OC | -6% | -5% | -25% | -4% | ? | -1% | ? | ?
COc1ccccc1-n1c(=O)[nH]c2c(C(N)=O)nc(C3CCCCC3)nc21 | 9% | -11% | -1% | -1% | 0% | -1% | -11% | -5%
Cc1ccc(SCC(=O)N2CCC(C(N)=O)CC2)cc1 | 1%[46 µM] | 13% | 0% | -6% | 6% | -1% | -8% | 8%
O=C(/C=C/c1ccco1)Nc1ccc(-c2nc3ccccc3[nH]2)cc1 | 0% | 13% | 2% | -10% | 3.5µM* | -25% | 8% | -9%
Cc1ccccc1N(C(=O)CCC(=O)Nc1ccccn1)C(C(=O)NC(C)C)c1ccc(O)cc1 (stereo not drawn) | -15% | 1% | -2% | -6% | -1% | i | 5% | 1%
COc1ccc(OC)c(Nc2nc(-c3ccccc3O)nc3ccccc23)c1 | ? | 4% | -9% | 0% | -1% | i | 2% | 0%

Screening results: PubChem BioAssay, National Center for Advancing Translational Sciences (NCATS)
